# N370S GC: N370S glucocerebrosidase modulation, Gaucher chaperone candidate. Potency, µM (top dose mostly 59.4 µM), for the others: at the highest dose activity change, negative = inhibition, hits mostly inhibitors. N370S GC spleen homogenate, 4MU-glucoside fluorescence. AID 2101. P04062. 330,000 compounds, 0.092% hits;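 also: 0% = full enzyme activity and -100% = no enzyme basal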
# FEN1 inhibitor: human FEN1 inhibition; 390,000 compounds, 0.35% hits; Potency, µM (doses to about 114 µM), inactives show at the highest dose activity change, negative = inhibition, most hits filed as inhibitors; Recombinant FEN1 flap cleavage, fluorescence, 15 min; AID 588795; P39748; also: nearly all actives have a fitted effect of over 65% in size
# Target sequence (P39748 whole entry, looked up): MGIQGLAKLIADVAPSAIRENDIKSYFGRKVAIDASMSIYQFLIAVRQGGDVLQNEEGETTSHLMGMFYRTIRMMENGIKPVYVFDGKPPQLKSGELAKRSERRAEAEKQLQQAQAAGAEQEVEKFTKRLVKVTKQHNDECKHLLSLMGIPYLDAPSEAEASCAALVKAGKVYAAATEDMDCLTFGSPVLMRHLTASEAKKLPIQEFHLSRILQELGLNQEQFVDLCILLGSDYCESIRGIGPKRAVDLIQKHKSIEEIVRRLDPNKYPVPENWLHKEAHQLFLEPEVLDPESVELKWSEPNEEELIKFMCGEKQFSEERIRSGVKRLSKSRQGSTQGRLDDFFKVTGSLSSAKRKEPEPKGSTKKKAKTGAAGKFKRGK
#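 Read-out was taken twice, immediately and after 15 min, following addition of 50 nM substrate to 10 nM FEN1 that had sat with test compound for 15 min at room temperature. Curves came from a four-parameter Hill model.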
# TDP1 inh: blocks human tyrosyl-DNA phosphodiesterase 1; AID 485290; recombinant TDP1, AlphaScreen DNA substrate cleavage; Potency, µM (doses to about 130 µM), inactives show at the top dose activity change, negative = inhibition, most hits filed as inhibitors; 350,000 compounds, 0.28% hits; Q9NUW8; also: nearly all actives have a fitted effect of over 40% in size
#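 AlphaScreen read-out: signal falls as enzyme removes the 3' tyrosine-FITC from a 5'-biotinylated DNA oligo (15 nM, 5 min, RT). Enzyme was E. coli-made recombinant Tdp1 at 1 nM, exposed to compound for 15 min beforehand; beads 10 ug/ml, 10 min.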
# Numbers without * were called inactive; ? = inconclusive; . = no result given; & = joins results of further samples; [ ] = another dose, or the depositor's remark. Calls follow the shape of the dose curve; as a rule, active = well fitted curve in the direction sought with a large enough effect; inconclusive = small, poorly fitted or top-dose-only effect, or another doubt; inactive = no such curve, though single readings can be large; an effect the other way counts as inactive or inconclusive. Unless noted, % is scaled to controls: 0 for no effect and ±100 for the full control effect; potency is read from the fitted curve at half-maximal effect.
SMILES,N370S GC,FEN1 inhibitor,TDP1 inh
Cc1ccc(S(=O)(=O)Nc2ccc(Cl)cc2C(=O)c2ccc(F)cc2)cc1,15%,-13%,-1%
C[C@@H](C(=O)N1CCNCC1)n1cc(CCCN=C(N)N)nn1,0%,5%,5%
CC(C)NC(=O)c1ccc(N(Cc2ccccc2)S(C)(=O)=O)cc1,1%,-2%,3%
COc1ccc(N2CCN(C(=O)CN(c3ccc(OC)cc3)S(=O)(=O)c3ccccc3)CC2)cc1,3%,-1%,10%
O=C1c2ccccc2C(O)N1CCN1CCOCC1 (configuration not stated),-4%,-3%,0%
Cc1ccc2c(c1)N(CC(=O)NCCc1ccccc1)C(=O)CO2,.,-2%,-3%
O=C(NC(=S)NC1CCC(O)CC1)c1ccco1 (configuration not stated),.,-2%,0%
Cc1cccc(N(C(=O)Cn2nnc3ccccc32)C(C(=O)NCc2ccco2)c2ccncc2)c1 (configuration not stated),-3%,0%,0%
CCC1S/C(=N\S(=O)(=O)c2cccs2)N(C2CCCCC2)C1=O (configuration not stated),7%,-3%,1%
CC(=O)Nc1cccc(C(=O)Nc2ccc(S(=O)(=O)N3CCCCC3)cc2)c1,?,4%,5%
Cc1cc(NC(=O)c2ccc3c(c2)OCO3)ccc1NC(=O)c1ccco1,6%,-11%,-5%
CCOCCCn1c(SCc2ccccc2)nnc1-c1ccncc1,3%,17%,1%
C=CCOC(=O)C1=C[C@H](C2CC2)[C@@H](CCCO)[C@H](OCC)O1,-9%,17%,5%
c1ccc(-c2nnc(N3CCN(c4ccccn4)CC3)c3ccccc23)cc1,8%,-19%,8%
Cc1c(C(=O)N(Cc2ccccc2)C(C)C)oc2ccc(S(=O)(=O)N3CCOCC3)cc12,-13%,3%,3%
COc1cccc(Nc2nc(-c3ccccc3)nc3ccccc23)c1,?,-1%,.
CCOC(=O)C1=C(COc2ccc(F)cc2Cl)NC(=O)NC1c1cc(C)ccc1C (configuration not stated),-1%,-3%,-2%
COC(=O)N/N=C/c1cn(Cc2ccc(F)cc2)c2ccccc12,-14%,13%,.
CCOC(=O)CC(NC(=O)CCc1c(C)nc2c(c(C)nn2-c2ccc(C)c(C)c2)c1C)c1ccc(C)cc1 (configuration not stated),.,3%,1%
Cc1cccc(C(=O)Nc2cccc(OC(=O)c3cccc(C)c3)c2)c1,0%,-3%,-4%
COc1ccc(S(=O)(=O)N2CCC(C(=O)NC3CC3)CC2)cc1,-1%,-4%,-2%
CNC(=S)NCCc1ccc(OC)c(OC)c1,5%,1%,0%
C/C=C/c1ccc(OCCOCCNCc2ccccc2)c(OC)c1,-16%,-6%,.
O=C(C1=C[C@H](C2CCCCC2)C[C@H](OCc2ccc(CO)cc2)O1)N1CCOCC1,0%,-8%,0%
COc1ccc(CNC(=O)COC(=O)CCOc2ccc(C)cc2)cc1OC,-15%,6%,.
CCCN(CCC)CCNC(=O)C1CC(=O)N(c2ccc(OC)cc2)C1c1ccc(OC)cc1 (configuration not stated),2%,-13%,0%
COc1cccc(NC(=O)C2CCCCC2)c1,11%,2%,0%
Cc1ccc(NC(=O)[C@@H](CC(C)C)NC(=O)[C@@H]2Cc3ccccc3CN2)cc1,-4%,-3%,4%
CCOC(=O)Cn1c(=O)n(C2CCCCC2)c2nc(-c3ccc(OC)cc3)nc(C(N)=O)c21,.,-6%,4%
O=C(CCC(=O)OCc1ccc(C(=O)Oc2ccccc2)cc1)Nc1cccc2ccccc12,7%,10%,1%
Cc1nn(CC(=O)NC2CCCC2)c(C)c1[N+](=O)[O-],.,-5%,-2%[56.1 µM]
CCOC(=O)Cn1c(=O)oc2cc(S(=O)(=O)Nc3ccccc3F)ccc21,.,-4%,5%
CN1CCSc2ccc(C(=O)NCc3cccc(F)c3)cc21,?,11%,.
Cc1cc(C)n(S(=O)(=O)c2ccccc2)n1,6%,16%,.
CC(NC(=O)Cn1cc2c(n1)CCCCC2)c1ccccc1 (configuration not stated),8%,-14%,7%
COC(=O)[C@H](CCSC)NC(=O)N1CCC(C)CC1,1%,-8%,2%
O=C(c1cccc([N+](=O)[O-])c1)N1CCN(S(=O)(=O)N2CCCCC2)CC1,-7%,-18%,-3%
CS(=O)(=O)Nc1cccc(C2=NN(S(=O)(=O)c3ccc(F)cc3)C(c3cccs3)C2)c1 (configuration not stated),-3%,-14%,1%
Cc1ccc(NCc2nnc(SCCN3CCCCC3)n2CC2CCCO2)cc1Cl (configuration not stated),-22%,-8%,4%
O=C1CC(c2ccccc2)Oc2cc(O)cc(O)c21 (configuration not stated),-13%,11%,.
COc1ccc(Cn2c(C(C)C)nc3sc4ccccc4c(=O)c3c2=O)cc1,26%,-10%,0%
COc1cc(S(=O)(=O)NC2CCCC2)ccc1Cl,5%,14%,-7%
CC1CCN(CC(=O)Nc2ccc(S(=O)(=O)NC3CC3)cc2)CC1,3%,0%,-4%
O=C(Nc1ccc2c(c1)OCO2)Nc1cnccn1,6%,-7%,6%
Cn1cc(SCC(=O)N2CCOCC2)c2ccccc21,6%,-3%,7%
FC(F)(F)c1ccc(N/N=C/c2cccnc2)nc1,0%,0%,.
C=CCSC(=C(C#N)C#N)c1cc2c([nH]1)CCCC2,14%,-16%,12%
CC1Cc2cc(S(=O)(=O)CCC(=O)Nc3ccc(F)cc3)ccc2N1C(=O)C1CC1 (configuration not stated),.,-7%,3%
COc1ccc(CNC(=O)C2CCCN(C(=O)Nc3ccc(OC)cc3)C2)cc1 (configuration not stated),1%,-1%,9%
CCOC(=O)N1CCC(N2CC34C=CC(O3)C(C(=O)Nc3ccc(C(C)C)cc3)C4C2=O)CC1 (configuration not stated),0%,0%,2%
N#C/C(=C/c1ccc(N2CCCC2)c([N+](=O)[O-])c1)c1nc2ccccc2[nH]1,6%,-18%,4%
CC(C)c1nc(SCC(=O)Nc2cccc(S(N)(=O)=O)c2)n[nH]1,-2%,-1%,1%
CC(=O)N1CCCC1c1nc2ccccc2n1Cc1ccccc1 (configuration not stated),.,-3%,11%
CC(=O)C1=C(O)C(=O)N(c2ccccn2)C1c1ccc(Cl)cc1 (configuration not stated),-10%,6%,.
CCc1onc(C)c1C(=O)Nc1ccc2c(c1)OCO2,0%,-4%,0%
Cc1cccc(OCc2cc(=O)n3c(-c4ccccc4)csc3n2)c1C,.,7%,9%
C#CCSc1nc2sc3c(c2c(=O)n1-c1cccc(OC)c1)CCN(C(C)=O)C3,.,-25%,4%
Cc1ccc(CNS(=O)(=O)c2cn(C)c(=O)n(C)c2=O)cc1,-5%,-1%,2%
COc1ccc(N(C(=O)c2snc(C(N)=O)c2N)C(C(=O)NCc2ccccc2)c2ccc(F)cc2)c(OC)c1 (configuration not stated),?,6%,.
O=C(c1noc2c1CCCC2)N1CCCC(N2CCN(c3ccccc3F)CC2)C1 (configuration not stated),2%,18%,5%

# Other results
SMILES,N370S GC,FEN1 inhibitor,TDP1 inh
CCC(=O)Nc1cccc(-n2nnnc2SCC(=O)NCc2ccco2)c1,4%,0%,5%
O=S(=O)([N-]c1nc2ccccc2nc1-[n+]1ccc(-c2ccncc2)cc1)c1ccccc1,17%,-2%,4%
O=C1Nc2ccccc2O/C1=C\c1c(F)cccc1Cl,?,0%,.
O=C(CSc1nnc(-c2ccccc2F)o1)Nc1cccc(C(F)(F)F)c1,.,13%,1%
COc1ccc(Cl)cc1NC(=O)CN(C)C(=O)COc1ccccc1F,3%,-1%,-3%
O=C1c2ccccc2C(=O)C1Cc1cccc2ccccc12,4%,-5%,-1%
Cc1cc(C)cc(NC(=O)CSc2nccn2-c2ccccc2)c1,.,-5%,9%
CCc1cccc(CC)c1NC(=O)COC(=O)Cc1ccsc1,3%,2%,2%
O=C(CN1CCN(S(=O)(=O)c2ccc(F)cc2)CC1)NCC1(N2CCOCC2)CCCCC1,.,-5%,0%[56.1 µM]
CC(NC(=O)C(=O)NCCc1c[nH]c2ccccc12)c1ccccc1 (configuration not stated),-9%,13%,.
O=C(COc1cc(Cl)ccc1Cl)Nc1ccc2c(c1)CCC2,20%,0%,3%
CCN(C(=O)CCS(=O)(=O)c1ccc(Br)cc1)c1ccc2c(c1)OCO2,0%,0%,2%
CC(C)C1Cc2c(sc3c2c(=O)n(-c2ccccc2)c2n[nH]c(=S)n32)CO1 (configuration not stated),23%,-5%,1%
Cn1nc(C(F)(F)F)cc1-c1ccc(/C=C(\C#N)C(=O)c2cccc(C(F)(F)F)c2)s1,0%,-13%,6%
Cc1ccsc1CN(C(=O)c1oc2ccc(Br)cc2c1C)C1CCS(=O)(=O)C1 (configuration not stated),.,0%,4%
CCOc1cccc(CNc2ccc(O)cc2)c1OCc1ccccc1Cl,8%,?,8%&4%
O=C(CSc1n[nH]c(=O)[nH]c1=O)NC1CC1,-14%,0%,1%
CC(CCc1ccccc1)NC(=O)COC(=O)c1ccccc1Br (configuration not stated),10%,-20%,.
CCC(Oc1ccc(F)cc1)C(=O)Nc1c(C(=O)c2ccc(C)cc2)oc2ccccc12 (configuration not stated),.,4%,-1%
CN1CCN(NC(=O)CN2C(=O)S/C(=C\c3c(Cl)cccc3Cl)C2=O)CC1,10%,0%,-1%
CCN(CC)c1ccc(-c2nc(-c3ccccc3C)no2)cc1[N+](=O)[O-],.,-5%,11%
C/C(CCN1CCCCc2nc(C)c(C)cc21)=N\O[C@@H](C)c1cn([C@@H]2COC[C@@H]2O)nn1,2%[12.8 µM],.,11%[21 µM]
CCCOC(=O)c1ccc(NC(=O)C(CC)CC)cc1,8%,-13%,-2%
COc1cc([N+](=O)[O-])ccc1N1C(=O)CC(Sc2nccc(C)n2)C1=O (configuration not stated),1%,9%,4%
COc1ccc(C)cc1NC(=O)C1CCCN(S(=O)(=O)c2cnc[nH]2)C1 (configuration not stated),-5%,4%,6%
O=C(COC(=O)CCc1nc2ccccc2n1-c1ccccc1)Nc1cccc(Cl)c1,11%,4%,3%
Cc1nnc2c(SC(C)C)nc3ccccc3n12,-4%,-3%,3%
CCn1cc(Cl)c(C(=O)Nc2ccccc2C(N)=O)n1,0%,14%,4%
O=C(OCn1ncc(Cl)c(Cl)c1=O)c1ccccc1Cl,4%,-15%,1%
COc1ccccc1C(=O)N/N=C(\C)CC(=O)Nc1ccc(Cl)cn1,-3%,-3%,.
CC1(C)CC2(CCO1)C(Nc1ccccc1)=NC(=S)N2CC(N)=O (configuration not stated),0%,2%,0%
CCn1cc(CCC(=O)NC2CCCC2)c2ccccc21,-16%,-2%,.
Cc1cc(Nc2ccc(Cl)cc2)nc(-c2ccccc2O)n1,?,3%,.
COC(=O)C1CCN(S(=O)(=O)Cc2ccccc2)CC1,4%,-5%,0%

# Screening results (PubChem)
